Compound activity deposited in PubChem BioAssay by several laboratories.
HTRA1 inhibitor = inhibitors of human serine peptidase HTRA1 | hit rate 0.5% among 340,000 | recombinant HTRA1, FP-rhodamine activity-based probe, fluorescence polarization | inhibition, % at 5.96 µM; in the data active means inhibition above about 36%;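 further: 0% = enzyme with DMSO and 100% = wells lacking enzyme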
rCAG RNA binder = r(CAG) repeat RNA binding. inhibition, % at 3 µM. hit rate 1.3% among 370,000. TO-PRO-1 dye displacement fluorescence;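 active means inhibition above the plate cutoff, the mean of all test compounds on that plate plus 3 SD, cut at about 35% in these data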;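 further: 0% = DMSO alone and 100% = 100 µM mitoxantrone as full dye displacement; higher means more dye released from RNA so lower well fluorescence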
TCR-CD3 inh = blocks the human TCR-CD3 interaction. TAMRA-labeled TCR probe fluorescence, biochemical. inhibition, % at 9.4 µM. hit rate 0.37% among 360,000; in the data active means inhibition above about 19%;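 further: recombinant mutant TCR 2C K166C tagged with TAMRA read by polarization; 0% = receptor in buffer alone and 100% = receptor with positive control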
NPR2 activator = GC-B (human) receptor activation. hit rate 0.11% among 370,000. HEK293-GC-B cells, CNP EC30, cGMP TR-FRET; 0% at EC30 CNP, 100% saturating CNP. activation, % at 10 µM. P20594;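 active means activation at 10 µM reaching about 35% in either raw or pattern-adjusted values, limit read from the data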
LEDGF integ inh = blocks HIV-1 LEDGF/p75-dependent DNA integration; TR-FRET IN-LEDGF/p75 DNA integration, Eu/Cy5; inhibition, % at 3.7 µM; hit rate 0.64% among 370,000;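 active means inhibition above the screen-wide mean plus 3 SD, cut at about 13% in these data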;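 further: signal is the Cy5 over europium emission ratio at 671 and 618 nm; 0% = plate median of compound wells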
MBD2 inh = inhibitors of human MBD2 binding to methylated oligonucleotide; AID 686964; TR-FRET; hit rate 0.31% among 370,000; inhibition, % at 4.4 µM; Q9UBB5; in the data active means inhibition above about 13%
Target sequence (Q9UBB5 whole entry, looked up): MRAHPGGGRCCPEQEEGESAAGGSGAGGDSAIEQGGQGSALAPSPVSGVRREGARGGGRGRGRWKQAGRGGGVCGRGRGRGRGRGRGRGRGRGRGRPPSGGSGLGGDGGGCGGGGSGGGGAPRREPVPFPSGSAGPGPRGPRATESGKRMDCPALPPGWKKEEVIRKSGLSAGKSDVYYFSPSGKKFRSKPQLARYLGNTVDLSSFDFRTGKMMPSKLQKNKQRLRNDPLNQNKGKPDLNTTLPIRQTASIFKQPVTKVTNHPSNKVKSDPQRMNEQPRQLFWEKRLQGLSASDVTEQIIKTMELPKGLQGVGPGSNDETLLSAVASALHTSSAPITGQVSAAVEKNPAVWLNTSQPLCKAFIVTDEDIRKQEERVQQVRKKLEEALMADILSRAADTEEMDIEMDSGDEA
PRMT1 inh = blocks human protein arginine methyltransferase 1; hit rate 1.3% among 370,000; recombinant PRMT1, activity-based probe fluorescence polarization; inhibition, % at 2.79 µM; Q99873;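 active means inhibition above about 21% made by adding two undisclosed values, limit read from the data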
Target sequence (Q99873 whole entry, looked up): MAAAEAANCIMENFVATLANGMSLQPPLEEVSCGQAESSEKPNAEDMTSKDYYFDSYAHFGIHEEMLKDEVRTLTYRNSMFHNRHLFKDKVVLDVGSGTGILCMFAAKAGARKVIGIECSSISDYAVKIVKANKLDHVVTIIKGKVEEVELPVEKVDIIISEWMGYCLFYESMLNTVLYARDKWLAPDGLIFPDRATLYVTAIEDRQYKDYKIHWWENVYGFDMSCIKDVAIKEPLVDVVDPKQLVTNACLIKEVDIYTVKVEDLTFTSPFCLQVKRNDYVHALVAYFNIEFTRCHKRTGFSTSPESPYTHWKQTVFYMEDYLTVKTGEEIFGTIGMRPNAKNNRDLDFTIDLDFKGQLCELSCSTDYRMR
mABHD4 FP = ABHD4 (mouse) inhibition, primary FP screen. inhibition, % at 8.92 µM. hit rate 0.54% among 370,000. purified mABHD4, FP-Rh probe fluorescence polarization. AID 720543. Q8VD66;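 active means inhibition exceeding the mean over every tested compound plus 3 SD, cut at about 30% in these data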;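 further: 0% = plate median of compound wells and 100% = S159A mutant with DMSO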
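Assay system: wild-type mouse ABHD4 protein; compound: single nominal dose of 8.92 µM, 0.89% DMSO final; schedule: 45 min + 60 min at 25 °C; measured by: FP readout, ex 525 nm / em 598 nm; evaluation: % inhibition of FP-Rh probe binding versus controls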
TDP2 inh = TDP2 (human) inhibition, absorbance primary screen | hit rate 0.34% among 370,000 | inhibition, % at 12.8 µM | recombinant TDP2, T5PNP hydrolysis, p-nitrophenol absorbance 415 nm;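 active means inhibition above the mean of all tested compounds plus 3 SD, set per campaign, cut at about 25% in these data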;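 further: 0% = DMSO with enzyme and 100% = buffer with substrate but no TDP2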
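Test system: human TDP2 enzyme; Input: 120 nM TDP2 per well; Buffer or medium: Mg2+-containing Tris-HCl buffer, pH 7.5; Reagent: 5 mM T5PNP; Dosing: 12.8 µM single point, 1% DMSO; Incubation: reaction 2 h, 37 °C; Detection: p-Nitrophenol epi absorbance; Read-out: % inhibition relative to enzyme-containing and enzyme-free wells; Replicates: single well per compound.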
SIAE inh = inhibitors of human sialic acid acetylesterase SIAE; Q9HAT2; SIAE FP-Rh probe binding, fluorescence polarization; inhibition, % at 9.66 µM; hit rate 0.69% among 370,000; AID 1053197;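 active means inhibition above a cutoff: mean of compounds within the control limits plus 3 SD of those, cut at about 17% in these data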;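 further: 0% = plate median of compound wells and 100% = probe without SIAE protein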
Numbers without * were called inactive; . = no result given. Only part of the results is shown (hit frequency here may not be typical).

canonical_smiles	HTRA1 inhibitor	rCAG RNA binder	TCR-CD3 inh	NPR2 activator	LEDGF integ inh	MBD2 inh	PRMT1 inh	mABHD4 FP	TDP2 inh	SIAE inh
S=P(c1ccc(N2CCOCC2)cc1N1CCOCC1)(N1CCOCC1)N1CCOCC1	5	2	0	9	7	-4	8	6	8	2
Cc1ccccc1OCc1nc(-c2ccc(NC(=O)c3ccco3)cc2)no1	-48	2	-6	1	-2	-1	0	-32	-5	-17
CC(C)(C)CC(C)(C)NC(=O)Nc1cccc([N+](=O)[O-])c1	-14	4	-9	0	3	9	9	-30	-23	2
Nc1ccc(S(=O)(=O)Nc2nc(-c3ccccc3)cc(-c3ccccc3O)n2)cc1	-18	58*	-2	0	8	4	-4	-16	3	-17
COC(=O)c1c(C(=O)OC)c(C)n(Cc2ccco2)c1C	-6	-6	4	-3	0	5	0	1	10	4
COc1ccc(Cc2nc(C(=O)NCc3ccccc3OC)cs2)cc1	-18	-7	6	-8	-1	1	0	-14	-6	-2
COc1ccc(CN2CCC(N3CCC(C(=O)N4CCOCC4)CC3)CC2)c(F)c1	0	-5	-2	-3	-3	-2	-3	-2	5	-6
Cc1cccc(-c2nnn3c2nc(NCCc2ccc(S(N)(=O)=O)cc2)c2ccccc23)c1	-10	9	2	16	-1	8	3	12	-4	-8
O=C(NCc1cccc(F)c1F)C1CCC(=O)N(C2CC2)C1 (stereo unspecified)	-1	-4	0	-1	-4	0	2	3	1	-1
Cc1cc(C)n(-c2nc3c(c(=O)[nH]c(=O)n3C)n2CCc2ccccc2)n1	-5	-4	9	-3	0	1	-1	5	-9	1
O=C(NCc1cccs1)c1ccc(Cl)c(S(=O)(=O)N2CCCC2)c1	-4	-3	-3	-1	3	-3	-3	-5	5	-3
O=C(NCCc1c[nH]c2ccccc12)C(=O)NCC1OCCN1S(=O)(=O)c1ccc(Cl)cc1 (stereo unspecified)	-9	8	-4	2	0	9	6	-12	2	2
CCc1ccc(Nc2nc(N)nc(CSc3nc4ccccc4s3)n2)cc1	10	0	-1	-7	-2	-1	2	4	-2	-1
c1ccc2c(-c3nc(-c4ccncc4)no3)cccc2c1	-10	-1	1	-6	-2	3	2	6	8	-5
COc1cccc(C2c3cc4c(cc3OC(N3CCOCC3)C2C)OCO4)c1O (stereo unspecified)	1	4	-1	-7	-3	5	6	-11	-10	2
COc1ccc(S(=O)(=O)N2CCCCC2)cc1NC(=O)c1cccnc1SC	4	-7	5	-1	0	5	0	5	1	4
CCn1c(SCc2ccccc2)nnc1-c1cccs1	1	-10	-2	-6	0	6	0	1	-3	-3
CCOC(=O)Cc1csc(NC(=O)CSc2nnnn2-c2ccc(CC)cc2)n1	-20	-3	3	2	-2	2	-1	-6	-5	-5
CCn1cc(C(=O)NC(C)CCc2ccccc2)c(=O)c2cc(S(=O)(=O)N(C)C)ccc21 (stereo unspecified)	-19	1	6	-6	-1	-4	-3	-1	-6	10
C=C(C)C(O)CC/C(C)=C/Cc1c(O)ccc(C(=O)/C=C/c2ccc(O)cc2)c1O (stereo unspecified)	-50	27	-4	0	0	-5	4	-53	5	-31
O=[N+]([O-])c1cccc(Cl)c1NCCNS(=O)(=O)c1ccccc1	-5	5	4	-2	0	-6	0	1	-5	0
CC(C)(C)C(=O)Nc1cc(S(=O)(=O)Nc2ccc(Cl)cc2)ccc1O	-6	12	2	0	-4	-2	-2	-3	-5	-6
C=CCn1c(SCC(=O)N2CCN(C(=O)OCC)CC2)nc2c([nH]c3ccccc32)c1=O	5	4	-3	-4	-1	2	4	1	0	-7
CCO[C@H]1OC(C(=O)NC2CC2)=C[C@@H](c2c[nH]c3ccccc23)[C@@H]1CCCO	-2	-6	4	-3	0	2	-2	-1	6	12
O=C(N1CCOCC1)n1nnc2ccccc21	21	4	-4	-3	1	3	3	5	9	-9
COc1ccc(C23NCCN2C(=O)c2ccccc23)cc1 (stereo unspecified)	-1	2	6	4	0	-1	0	-7	5	0
Cc1ccc(C(=O)Cc2ccccc2)o1	-6	8	7	3	0	0	3	9	5	-3
O=C(O)c1ccc(S(=O)(=O)NCc2cccnc2)cc1	3	5	-8	3	4	0	0	-10	-4	1
Nc1nnc(N)c2ccccc12	12	0	2	-1	2	-11	-4	-4	8	3
CC(C)C(Cl)=NOC(=O)Nc1ccc(F)cc1	4	1	3	4	-1	2	9	0	-4	-3
COc1ccc(-n2sc3ccccc3c2=O)cc1	2	2	-2	11	-1	-2	82*	16	5	12
Cc1cc(C)n2nc(C(=O)NCc3ccccc3)nc2n1	3	4	3	0	3	-1	3	6	0	0
O=C(CCSc1ccccc1)Nc1ccccc1Br	-26	-5	-4	0	2	13	4	-8	-2	1
O=C(C1=C(O)C(=O)N(CCc2ccccc2)C1c1cccnc1)c1ccco1 (stereo unspecified)	1	7	-2	1	-4	-8	3	2	-5	6
Cc1nn(-c2ccccc2)c(Cl)c1/C=N/NC(=O)c1cccnc1	4	-2	2	-5	1	-1	-1	-1	7	3
Cc1[nH]c(=S)sc1Cc1ccc(Cl)c(Cl)c1	.	4	7	3	1	-1	13	11	3	-1
O=C(NC(Cc1c[nH]c2ccccc12)C(=O)N1CCOCC1)c1cccs1 (stereo unspecified)	-1	-5	9	-2	1	2	0	-5	7	6
COc1ccc(-c2ccc(CN3C(CC(C)C)C(=O)N(Cc4cn(CC5CCCCC5)nn4)CCS3(=O)=O)cc2)cc1 (stereo unspecified)	-45	7	-1	-6	2	-2	-1	-13	-19	-29
Cc1ccc(-c2cc(Cc3ccc(N(C)C)cc3)c(=O)[nH]n2)cc1	.	0	2	4	1	-7	-2	-3	-12	6
COC(=O)[C@H](CC(C)C)NC(=O)N1CCC(C)CC1	2	-4	-2	2	-2	-3	1	-2	9	-2
CC(OC(=O)CNC(=O)c1ccc(F)cc1)C(=O)Nc1ccc(S(=O)(=O)N2CCOCC2)cc1 (stereo unspecified)	3	4	1	-3	1	2	2	6	4	7
Cc1cccc(C(=O)Nc2ccc3c(c2)ncn3C)c1	7	-1	7	-4	0	0	-3	-4	-8	2
CCCN1C(=O)c2n[nH]c(C)c2C1c1ccc(Br)cc1 (stereo unspecified)	.	2	4	-3	1	1	0	-5	4	-1
CC1(C(=O)O)CCCN(C(=O)c2cc3ccccc3s2)C1 (stereo unspecified)	.	3	4	4	-2	-4	-2	-2	11	-2
Cc1ccc2sc(C)[n+](CCCS(=O)(=O)[O-])c2c1	4	9	2	1	-5	1	38*	-3	0	-6
Cc1ccc(NC(=O)CS(=O)CC(=O)N(C2CCCC2)C(C)C(=O)NC2CCCCC2)cc1 (stereo unspecified)	-2	-7	-4	3	1	4	1	0	8	-11
CCCCn1nnc(NC(=O)CC23CC4CC(CC(C4)C2)C3)n1	0	0	0	1	-2	-2	1	8	1	-2
Cc1cc(C)c(S(=O)(=O)c2c(C)cccc2C)c(OCC(C)C)n1	-22	-5	-3	-7	-3	5	3	2	-6	-6
COC(=O)CCCN1C(=O)c2cccc3cccc(c23)C1=O	-2	-4	-2	11	-5	-4	-2	-1	7	-3
Cc1cc(C)c(C)c(S(=O)(=O)NNC(=O)c2cccc(S(=O)(=O)N3CCOCC3)c2)c1C	1	11	6	5	2	-5	-3	1	-2	-3

Following part:
canonical_smiles	HTRA1 inhibitor	rCAG RNA binder	TCR-CD3 inh	NPR2 activator	LEDGF integ inh	MBD2 inh	PRMT1 inh	mABHD4 FP	TDP2 inh	SIAE inh
CC1(CCc2ccccc2)NC(=O)N(CC(=O)N2CC(=O)Nc3ccccc32)C1=O (stereo unspecified)	-4	7	6	2	0	5	0	3	8	1
CCC(=O)NC(=S)Nc1ccc(NC(=O)c2ccco2)cc1	3	-1	-6	-3	-6	6	8	-9	-4	-11
NC(=O)c1cc(C(=O)Cc2ccccc2)c[nH]1	0	2	0	1	-4	1	2	4	-6	-9
O=C1COc2ccc(C(=O)COC(=O)Cc3c(F)cccc3Cl)cc2N1	-9	1	4	5	1	-3	-4	2	14	-2
Cn1c(C(C(=O)NCC2CCCO2)N(CCc2ccccc2)C(=O)Cn2nnc3ccccc32)nc2ccccc21 (stereo unspecified)	1	0	-4	-1	1	7	0	0	-9	7
O=C(CSc1nnc(CNC(=O)c2ccccc2)o1)c1ccccc1	0	-4	-5	2	-1	6	3	3	16	0
COc1cc(C(=O)NCC(=O)N/N=C/c2ccccn2)cc(OC)c1OC	6	-4	-1	4	0	-3	4	5	4	-7
Cc1ccccc1/C=C/C1=NCCN1	3	1	0	1	1	-7	-4	14	6	-2
CC1(C)CC(=O)C(C=NCCc2ccc(S(N)(=O)=O)cc2)=C(O)C1	6	-1	9	7	-1	-2	-2	1	-2	-5
COc1ccc(C(=O)COC(=O)c2cccnc2Cl)c(OC)c1	3	13	5	8	2	2	1	-2	0	-3

Looked up above:
Reading for Cc1ccccc1/C=C/C1=NCCN1 in TDP2 inh: 6
Reading for COc1ccc(Cc2nc(C(=O)NCc3ccccc3OC)cs2)cc1 in TCR-CD3 inh: 6
Reading for Cc1ccc(-c2cc(Cc3ccc(N(C)C)cc3)c(=O)[nH]n2)cc1 in rCAG RNA binder: 0

Back to the main list, starting 2 compounds before the break.
canonical_smiles	HTRA1 inhibitor	rCAG RNA binder	TCR-CD3 inh	NPR2 activator	LEDGF integ inh	MBD2 inh	PRMT1 inh	mABHD4 FP	TDP2 inh	SIAE inh
CC1(C)CC(=O)C(C=NCCc2ccc(S(N)(=O)=O)cc2)=C(O)C1	6	-1	9	7	-1	-2	-2	1	-2	-5
COc1ccc(C(=O)COC(=O)c2cccnc2Cl)c(OC)c1	3	13	5	8	2	2	1	-2	0	-3
CS(=O)(=O)Nc1ccc(S(=O)(=O)Nc2nccs2)cc1	5	-1	-7	3	1	-3	4	1	-1	6
O=C(NC1CCCCCC1)c1c2c(nc3ccccc13)CCN(Cc1ccccc1)C2	-8	-1	2	1	-1	-4	1	9	0	8
O=C(CN1CCc2ccccc21)NC(=O)NCc1ccco1	2	11	-2	5	3	0	6	2	-2	11
COc1ccc(NC(=O)CSc2nc(O)cc(=O)n2-c2ccccc2)cc1	-47	38*	-6	-1	4	1	-1	-11	-11	-17
Oc1oc(-c2ccccc2Br)nc1/C=N/c1ccccn1	0	-2	10	-3	-3	1	-1	-1	7	2
O=C(CSc1nnc(-c2ccncc2)n1-c1ccc(Cl)cc1)N1CCOCC1	2	-5	7	-2	1	-5	-2	2	10	1
Cc1ccc(S(=O)(=O)N(CC#N)CC#N)cc1	3	-1	-2	-7	-2	0	5	-6	1	-3
CN1CCN(/C=N/c2c(C#N)cnn2Cc2ccccc2)CC1	2	-5	-1	4	-4	-1	3	1	2	-1
Cc1cccc(NC(=O)CSc2nnc(CCC(=O)Nc3ccc(C)c(Cl)c3)n2C)c1	-8	-1	4	-5	-1	0	-2	3	0	-10
Cc1cc(O)c(C=Nc2ccc(Cl)cn2)c(=O)o1	2	1	3	4	2	-2	1	-8	5	-10
